# AMA1-RON2 inh: disrupts binding of P. falciparum AMA1 to RON2 | 0.2% of 360,000 active | AlphaScreen AMA1-biotinylated RON2 peptide binding | Potency, µM (titrated, usually from 58.2 µM), without a hit: top-dose activity change, negative = inhibition, actives largely listed as inhibitors;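 note: potency is the fitted concentration of half-maximal effect; 0% = vehicle wells and -100% = peptide control; nearly all actives have a fitted effect of over 45% in size; some results filed as inactive show a strong effect at the top dose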
#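 AMA1 (3D7) with his tag at 25 nM final met compounds first, then biotinylated RON2 peptide at 25 nM; detection used donor plus acceptor beads, 10 µg/mL apiece, read by AlphaScreen after 30 min at room temperature.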
# AmpC detergent: blocks E. coli AmpC beta-lactamase in detergent assay | P00811 | AmpC hydrolysis of nitrocefin, absorbance 480 nm, 0.01% Triton | Potency, µM (doses to about 114 µM), for the others: at the highest dose activity change, negative = inhibition, usual class: inhibitors | 0.041% of 370,000 active | AID 485294;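 note: potency is the fitted concentration of half-maximal effect; 0% = no-compound wells and -100% = no-enzyme wells; nearly all actives have a fitted effect of over 25% in size; some results filed as inactive show a strong effect at the top dose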
# Target sequence (P00811 whole entry, looked up): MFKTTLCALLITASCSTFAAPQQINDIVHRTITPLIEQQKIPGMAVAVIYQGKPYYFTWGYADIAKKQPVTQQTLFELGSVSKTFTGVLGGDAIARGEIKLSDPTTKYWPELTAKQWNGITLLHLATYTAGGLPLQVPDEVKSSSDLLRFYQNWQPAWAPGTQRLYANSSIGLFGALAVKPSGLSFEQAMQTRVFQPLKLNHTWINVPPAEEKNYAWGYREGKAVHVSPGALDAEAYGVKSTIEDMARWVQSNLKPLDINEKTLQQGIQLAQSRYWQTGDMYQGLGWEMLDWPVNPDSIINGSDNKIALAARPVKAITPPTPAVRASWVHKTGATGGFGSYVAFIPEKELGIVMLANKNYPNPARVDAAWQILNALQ
#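 20 mM phosphate pH 7.0 + 0.01% (detergent screen) or 0.0001% Triton X-100; 5.3 nM AmpC reagent; cpd preinc 15 min RT; nitrocefin (800 uM stock) to start; A480 q20 s × 4 min; Activity was normalised to no-enzyme and no-compound control wells.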
# LmPK inh: inhibitors of Leishmania mexicana pyruvate kinase; 0.37% of 290,000 active; Q27686; Potency, µM (doses to about 57.5 µM), inactives show at the highest dose activity change, negative = inhibition, actives largely listed as inhibitors; purified LmPK, Kinase-Glo ATP luminescence, 1 h; note: potency is the fitted concentration of half-maximal effect
# Target sequence (Q27686 whole entry, looked up): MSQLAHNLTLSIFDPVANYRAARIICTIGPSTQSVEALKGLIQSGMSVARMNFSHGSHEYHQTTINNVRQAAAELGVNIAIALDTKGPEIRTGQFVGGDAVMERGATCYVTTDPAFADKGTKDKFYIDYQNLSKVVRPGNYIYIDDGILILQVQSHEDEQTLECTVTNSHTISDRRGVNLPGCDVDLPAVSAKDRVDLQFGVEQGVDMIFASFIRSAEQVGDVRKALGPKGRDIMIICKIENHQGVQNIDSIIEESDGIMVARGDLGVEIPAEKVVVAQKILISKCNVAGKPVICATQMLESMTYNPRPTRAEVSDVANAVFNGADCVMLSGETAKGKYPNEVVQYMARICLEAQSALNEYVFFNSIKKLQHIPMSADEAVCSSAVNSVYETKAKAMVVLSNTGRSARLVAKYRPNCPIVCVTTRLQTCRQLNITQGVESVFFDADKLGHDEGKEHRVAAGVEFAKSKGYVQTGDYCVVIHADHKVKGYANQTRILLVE
#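 qHTS format; LmPK 0.1 nM; substrates PEP 0.5 mM and ADP 0.1 mM. One-hour room-temperature incubation, then coupled luciferase luminescence; 0.5 nM enzyme wells mark activation.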
# AmpC inh no detg: inhibitors of E. coli AmpC beta-lactamase without detergent; AmpC nitrocefin hydrolysis, absorbance 480 nm, 0.0001% Triton; Potency, µM (highest dose often 57.1 µM), for inactives: at the highest dose activity change, negative = inhibition, usual class: inhibitors; 0.52% of 330,000 active;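 note: potency is the fitted concentration of half-maximal effect; plate controls were no compound for no effect and no enzyme for full effect; nearly all actives have a fitted effect of over 20% in size; some results filed as inactive show a strong effect at the top dose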
#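 20 mM phosphate pH 7.0 + 0.01% (detergent screen) or 0.0001% Triton X-100; 5.3 nM AmpC reagent; cpd preinc 15 min RT; nitrocefin (800 uM stock) to start; A480 q20 s × 4 min; Activity was normalised to no-enzyme and no-compound control wells.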
# Sm TGR inh: S. mansoni TGR enzyme inhibition. purified TGR, DTNB reduction, TNB absorbance 405 nm. AID 485364. 3% of 360,000 active. Q962Y6. Potency, µM (series often up to 114 µM), for the others: at the top dose activity change, negative = inhibition, usual class: inhibitors; note: potency is the fitted concentration of half-maximal effect; nearly all actives have a fitted effect of over 60% in size
#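 First, TGR (20 nM dispensed) and NADPH were mixed with compound. Second, a 15 min room-temperature incubation followed. Third, further NADPH and then DTNB were added to start the reaction. Finally, TNB absorbance was monitored kinetically.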
# TbPYK inhibitor: T. brucei pyruvate kinase inhibition; Q57TT1; TbPYK enzyme, Kinase-Glo Plus ATP luminescence, 45 min; Potency, µM (series often up to 76.8 µM), for inactives: top-dose activity, negative = inhibition, usual class: inhibitors; 0.12% of 410,000 active; AID 624173; note: potency is the fitted concentration of half-maximal effect; nearly all actives have a fitted effect of over 50% in size
#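 Quantitative HTS: titrated library compounds versus trypanosomal pyruvate kinase in TEA buffer (pH 7.2) containing KCl, MgCl2, BSA and Tween-20. Reactions were initiated with ADP, 130 uM final. Kinase-Glo Plus luminescence was read after 45 min at RT.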
# HCMV antiviral: blocks human cytomegalovirus replication. HFF cells, HCMV-luciferase reporter, 72 h; active compounds read low. 4.5% of 410,000 active. AID 1259415. activity change, negative = inhibition, % at 57.5 µM; in the data active = activity change below about -60%; inconclusive = no clear call, values can overlap the other calls; inactive = above about -39%
#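 HFF cells seeded 16 h at 37C, treated with compounds, infected with luciferase-reporter HCMV at MOI 1 PFU/cell; luciferase read at 72 h post infection, normalized to buffer-only and Salinomycin controls.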
# * hit, by the source's call; ? = inconclusive; · = no result given; [ ] = dose if it differs, or a comment. Unless noted, calls come from the whole dose curve; as a rule, active = well fitted curve in the direction sought with a large enough effect; inconclusive = small, poorly fitted or top-dose-only effect, or another doubt; inactive = no such curve, though single readings can be large; an effect the other way counts as inactive or inconclusive. Unless noted, % is set by controls: 0 for no effect and ±100 for the full control effect.
# The opening two entries, ahead of the listing:
SMILES,AMA1-RON2 inh,AmpC detergent,LmPK inh,AmpC inh no detg,Sm TGR inh,TbPYK inhibitor,HCMV antiviral
CCn1c(C)cc(C(=O)CSc2nnnn2C2CCCC2)c1C,-16%,-1%,·,-20%,-32%,-13%,154
O=C(COc1ccc(F)cc1)Nc1ccc(OCc2cc(=O)n3ccsc3n2)cc1,·,-3%,·,·,-6%,-13%,-8

# Main list, repeating the preview:
SMILES,AMA1-RON2 inh,AmpC detergent,LmPK inh,AmpC inh no detg,Sm TGR inh,TbPYK inhibitor,HCMV antiviral
CCn1c(C)cc(C(=O)CSc2nnnn2C2CCCC2)c1C,-16%,-1%,·,-20%,-32%,-13%,154
O=C(COc1ccc(F)cc1)Nc1ccc(OCc2cc(=O)n3ccsc3n2)cc1,·,-3%,·,·,-6%,-13%,-8
Cc1ccccc1C1c2[nH]c3ccccc3c2CCN1C(=O)c1ccc(=O)n(C)n1 (stereo not given),0%,8%,6%,184%[activator],-10%,-9%,-12
CS(=O)(=O)N(CC(=O)Nc1c(F)cccc1F)Cc1ccccc1,6%,6%,1%,-7%,-3%,-5%,9
CCCCOP(=O)(c1ccc(N(C)C)cc1)C(O)c1cc(OC)c(OC)c(OC)c1 (stereo not given),-10%,-7%,-6%,57%,-1%,0%,29
Cc1nn(CC(=O)Nc2sc3c(c2C#N)CCC(C(C)(C)C)C3)c(C)c1[N+](=O)[O-] (stereo not given),0%,-9%,0%,-26%,6%,-27%,-31
O=C(O)c1ccn2c(C(=O)c3ccccc3)c(-c3ccccc3)cc2c1,-8%,4%,2%,-29%,2%,-3%,11
COc1ccc(NC(=O)c2nc[nH]c2C(=O)NCc2ccccc2)cc1,100%[activator],0%,·,-18%,-3%,0%,-18
COc1ccccc1OCc1nnc(-c2ccccc2)o1,·,-3%,·,·,2%,-1%,-17
CCOC(=O)c1ccc(NC(=O)CCCN2C(=O)NC3(CCCC3)C2=O)cc1,-7%,0%,·,-25%,-1%,0%,-39
COc1ccc(CC(=O)OCC(=O)N2CCc3ccccc32)cc1OC,19%,-14%,·,-3%,-1%,8%,0
COc1ccc(N2C(=O)CC(Nc3ccc(C)cc3)C2=O)cc1 (stereo not given),-14%,?,2%,15%,-5%,5%,-5
CCn1ccc2c(OCC(=O)Nc3ccc(C)c(Cl)c3)cccc2c1=O,·,1%,·,·,-18%,-7%,-18
CCOc1ccc(Nc2oc(-c3ccc(Cl)cc3)nc2C#N)cc1,18%,7%,-2%,-25%,5%,0%,74
CCCCN1C(=O)C2(OCCCO2)c2cccc(C)c21,6%,-8%,-2%,0%,-9%,-2%,5
NC(=O)CC(NC(=O)c1ccccc1)c1ccc(N2CCc3ccccc3C2)c([N+](=O)[O-])c1 (stereo not given),-19%,?,1%,-23%,2%,-5%,-33
OCCC1CN(Cc2cc(F)ccc2F)CCN1CCCc1ccccc1 (stereo not given),2%,?,-1%,36%,-4%,2%,91
O=C(Nc1ccc(N2CCOCC2)cc1)C1CCN(S(=O)(=O)c2ccccc2F)CC1,-4%,-3%,0%,2%,9%,-1%,-5
CCOc1ccc(OCCCCN2CCCC2)cc1,-8%,-14%,-6%,-9%,-13%,-13%,19
CC(C)c1nc2sc3c(SCC(N)=O)ncnc3c2c2c1CCC2,-9%,0%,1%,-5%,-4%,-2%,-13
CN(C)c1ccc(/C=N/NC(=O)CN(c2cccc(Cl)c2)S(C)(=O)=O)cc1Br,-5%,3%,5%,-31%,-14%,5%,-12
CC(=O)OCn1ncc(N2CCOCC2)c(Br)c1=O,-3%,-1%,-2%,-8%,?,-9%,?
COc1ccc2nc3sc(C(=O)Nc4ccccc4F)cc3cc2c1,·,-1%,·,·,1%,0%,6
CCCS(=O)(=O)N1CCN(Cc2ccc([N+](=O)[O-])cc2)CC1,-27%,1%,-6%,-22%,7%,51%[activator],-13
Cc1nn(Cc2ccccc2)c(Cl)c1/C=C/C(=O)OC(C)C(=O)N1CCCC1 (stereo not given),-6%,11%,3%,31%[11.4 µM],5%,3%,-25

# 6 entries picked at random from those above:
SMILES,AMA1-RON2 inh,AmpC detergent,LmPK inh,AmpC inh no detg,Sm TGR inh,TbPYK inhibitor,HCMV antiviral
CCn1c(C)cc(C(=O)CSc2nnnn2C2CCCC2)c1C,-16%,-1%,·,-20%,-32%,-13%,154
CCOc1ccc(Nc2oc(-c3ccc(Cl)cc3)nc2C#N)cc1,18%,7%,-2%,-25%,5%,0%,74
Cc1nn(Cc2ccccc2)c(Cl)c1/C=C/C(=O)OC(C)C(=O)N1CCCC1 (stereo not given),-6%,11%,3%,31%[11.4 µM],5%,3%,-25
O=C(O)c1ccn2c(C(=O)c3ccccc3)c(-c3ccccc3)cc2c1,-8%,4%,2%,-29%,2%,-3%,11
COc1ccc2nc3sc(C(=O)Nc4ccccc4F)cc3cc2c1,·,-1%,·,·,1%,0%,6
Cc1nn(CC(=O)Nc2sc3c(c2C#N)CCC(C(C)(C)C)C3)c(C)c1[N+](=O)[O-] (stereo not given),0%,-9%,0%,-26%,6%,-27%,-31

# More structures.
SMILES,AMA1-RON2 inh,AmpC detergent,LmPK inh,AmpC inh no detg,Sm TGR inh,TbPYK inhibitor,HCMV antiviral
CC1CC(N(C(=O)c2ccco2)c2ccccc2)c2ccccc2N1 (stereo not given),-29%,-4%,-9%,-7%,-4%,-4%,35
CCn1c(CNC(=O)c2ccccc2F)nnc1SCC(=O)Nc1nncs1,0%,-1%,-15%,-11%,1%,-5%,43
Cc1ccc(-n2c(=O)c3c(c4cc(C)ccc4n3C)n(CC(=O)Nc3c(C)cccc3C)c2=O)cc1,·,0%,·,·,-5%,6%,21
CN(C)C(=O)c1cc2cc(Br)ccc2s1,-11%,?,-1%,6%,2%,6%,?
COCC(C)n1c(COc2ccccc2F)nnc1SCc1c(C)noc1C (stereo not given),-9%,?,-12%,48%,-4%,-6%,45
CC1CCC(C(C)C)C(OC(=O)C[n+]2cc(-c3ccc(Cl)cc3)n3c2CCC3)C1 (stereo not given),2%,6%,1%,82%[activator],0%,3%,?
COc1ccc(NC(=O)/C=C/c2cccc(Br)c2)cn1,-9%,?,2%,-11%,-14%,-6%,39
O=C(c1ccc([N+](=O)[O-])o1)N1CCOCC1,-2%,1%,-13%,-4%,-24%,6%,-1
NC(=S)N/N=C/c1coc2cc(Cl)ccc2c1=O,69%[activator],3%,-5%,-17%,-2%,2%,21
N/C(=N\OC(=O)c1ccccc1)c1ccncc1,-6%,-11%,-24%,-15%,15%,-2%,58
O=C(Nc1nnc(SCc2c(Cl)cccc2Cl)s1)c1ccc2ncsc2c1,·,-1%,2%,-14%,-1%,·,·
O=C(CSC1CCCCC1)Nc1nccs1,-3%,-16%,4%,-23%,-7%,3%,65
CCOC(=O)C1CCN(C(=O)c2cc(COc3ccc(OC)c4ccccc34)on2)CC1,-9%,-13%,8%,108%[activator],-27%,-13%,67
N#Cc1c(NC(=O)c2cc3nc(-c4ccc(Br)cc4)cc(C(F)(F)F)n3n2)sc2c1CCCC2,·,4%,·,·,9%,0%,?
Cc1ccc(Cl)cc1NC(=O)c1ccc(Cn2cc(Cl)cn2)cc1,-15%,-10%,4%,11µM*,-6%,15%,?
CC(=O)C(N=Nc1ccccc1)(Sc1nnc(-c2ccccc2)n1-c1ccccc1)C(C)=O,-23%,-11%,3%,23%,6%,4%,?
CCN(CCn1cccn1)C(=O)c1ccc2nc(Cc3ccc(OC)cc3)oc2c1,8%,-1%,3%,3%,9%,-6%,-23
COc1cccc(-c2noc(CCC(=O)NCCc3ccccc3)n2)c1,12%,?,8%,8%,-12%,1%,·
Cc1ccc(S(=O)(=O)/N=C(\Sc2ccccc2)c2ccccc2)cc1,-1%,-8%,-13%,-16%,7.9µM*,-15%,34
COC(=O)CSc1[nH]c2ccccc2c1[N+](=O)[O-],14%,-1%,-2%,-3%,50µM*,-2%,16
O=[N+]([O-])c1cc(/C=N\Nc2nccs2)ccc1O,·,?,?,?,28µM*,·,·
CCOc1cc(C2NC(=O)NC(O)(C(F)(F)F)C2C(=O)c2ccc(Cl)cc2)ccc1O (stereo not given),-4%,?,3%,-10%,-32%,3%,-2
COc1cccc(Cn2nnc(C(=O)NCCc3ccc(Cl)cc3)c2N)c1,2%,-11%,16%,-32%,-22%,-3%,-15
COc1ccc(CC(=O)NCc2nnc(SCC(=O)Nc3ncc(C)s3)n2C)cc1,11%,1%,3%,-10%,-3%,?,68
Cc1cc(C)c(NC(=O)c2cc3c(=O)n4ccccc4nc3n2C)c(C)c1,·,4%,·,·,3%,4%,-79*
# (list continues)
SMILES,AMA1-RON2 inh,AmpC detergent,LmPK inh,AmpC inh no detg,Sm TGR inh,TbPYK inhibitor,HCMV antiviral
COC(=O)CC1NCCc2cc(OC)c(OC)cc21 (stereo not given),-7%,-14%,10%,-12%[11.4 µM],-7%,-4%,-8
O=C(CCN1CCCCO1)N1CCCC(Nc2ccc(F)cc2)C1 (stereo not given),4%,?,4%,-3%,-13%,-6%,30
CN(c1ccc(OCc2nnc(-c3ccccc3)o2)cc1)S(=O)(=O)c1ccccc1,1%,9%,2%,14%,1%,-4%,21
Cc1cccc(CNC(=O)CSCc2cnn(-c3ccccc3)c2-n2cccc2)c1,·,16%,·,·,3%,-8%,-36
O=S(=O)(c1ccc(NC(=S)N/N=C/c2ccc(N3CCOCC3)cc2)cc1)N1CCOCC1,35%[activator],-3%,-1%,17%,-2%,1%,-6
COC(=O)C1=C(c2ccc(F)cc2OCc2ccccc2)C[C@@H]2CC[C@H]1N2C(=O)NCCCOC(C)C,25%,-6%,·,187%[activator],-14%,2%,-8
CO/N=C\c1cc(C(=O)c2ccc(Cl)cc2Cl)cn1C,?,?,-9%,0%,8%,1%,3
CCC[C@@H](CN1CCC[C@H]1CN1C(N)=NC[C@@H]1Cc1ccccc1)N1C[C@@H](Cc2ccccc2)N(CCc2ccc(Cl)c(Cl)c2)C1=N,-29%,·,·,42%,·,-5%,33
CN1CCN(C(=O)c2cnn(-c3ccccc3)c2NC(=O)c2ccccc2Cl)CC1,0%,-6%,1%,7%,2%,5%,7
Cc1cccc(N2CCN(C(=O)CCn3c(=O)[nH]c4ccccc4c3=O)CC2)c1C,11%,2%,6%,-11%,0%,9%,-35
Cc1cccc(N2CCN(c3ncnc4c3nc3n4CCCCC3)CC2)c1C,·,2%,·,·,3%,1%,-28
S=C(Nc1ccccc1)Nc1ccc(OCc2ccc(Cl)cc2Cl)cc1,47%[activator],1%,-1%,?,1%,0%,-80*
CC(=O)Nc1ccc(NC(=O)COC(=O)C2(c3ccc(Cl)cc3)CCCC2)cc1,-7%,?,4%,69%[activator],1%,6%,?
CCn1ccc2c(OCC(=O)NCc3ccc(F)cc3)cccc2c1=O,·,1%,·,·,2%,1%,14
